From PubChem BioAssay
ATXN2 expr inh = Primary qHTS for Inhibitors of ATXN expression; HEK-293 ATXN2-luciferase reporter, luminescence, 24 h; Potency, µM (doses to about 57 µM), inactives show at the highest dose activity change, negative = inhibition, hits mostly inhibitors; hit rate 0.72% among 360,000; AID 1745845, 2022; also: potency is read from the fitted curve at half-maximal effect; % is scaled to controls: 0 for no effect and ±100 for the full control effect; nearly all actives have a fitted effect of over 55% in size
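qHTS (up to 57 uM final) was run with 24 h compound exposure of reporter cells at 37 °C. Each well was multiplexed: SteadyGlo luminescence measured ATXN2-luciferase expression after a fluorogenic Gly-Phe-AFC viability readout (25 uM final).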
Nrf2 ARE act = qHTS of Nrf2 Activators | AREc32 ARE-luciferase reporter (MCF7-derived line), luminescence, 24 h | Potency, µM (doses to about 46.1 µM), for inactives: at the top dose activation, actives largely listed as activators | hit rate 0.31% among 410,000 | AID 624171, 2012; also: potency is read from the fitted curve at half-maximal effect; % of control where 0% means no effect; nearly all actives have a fitted effect of over 65% in size
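Luminescent ARE reporter assay in AREc32_Fluc cells: overnight plating at 37 deg C, 24 hr compound incubation, Steady-Glo added, 30 min RT before reading.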
TGFb SMAD3 inh = qHTS for Inhibitors of TGF-b | HepG2 CAGA-GFP TGF-b/SMAD3 reporter, GFP fluorescence, 18 h; TGF-beta stimulated, 500 pg/mL final | Potency, µM (titrated, usually from 46.1 µM), for inactives: at the highest dose activity, negative = inhibition, actives largely listed as inhibitors | hit rate 1.2% among 410,000 | AID 588855, 2011; also: potency is read from the fitted curve at half-maximal effect; % is scaled to controls: 0 for no effect and ±100 for the full control effect; nearly all actives have a fitted effect of over 65% in size
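First, reporter cells (HEPG2 CAGA-GFP) rested 2 h at 37 degrees C. Next, compounds were pinned in and TGF-beta added to 500 pg/mL final. After 18 h, GFP was imaged per cell and summed per well.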
HepG2 tox = qHTS for Inhibitors of TGF-b: Cytotox Counterscreen; Potency, µM (titrated, usually from 46.1 µM), for inactives: top-dose activity change, negative = cytotoxicity, actives largely listed as cytotoxic; hit rate 0.76% among 410,000; HepG2 CAGA-GFP viability, ATP luminescence, 18 h; also: potency is read from the fitted curve at half-maximal effect; some results filed as inactive show a strong effect at the top dose
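CellTiter-Glo luminescence gave cytotoxicity after 18 hours at 37 degrees C. The cells were HepG2 CAGA-GFP in 1% FBS DMEM, stimulated with 500 pg/mL TGF-beta after compound addition. %Activity was normalised to no-cell wells (complete cell-killing) and DMSO (no toxicity), and curves were fitted and classified.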
A549 viability = Nrf2 qHTS screen for inhibitors: counterscreen for cytotoxicity. A549 ARE-Fluc cells, CellTiter-Fluor viability, 18-24 h. Potency, µM (doses to about 46 µM), without a hit: at the highest dose activity change, negative = cytotoxicity, usual class: inhibitors. hit rate 0.16% among 390,000; also: potency is read from the fitted curve at half-maximal effect; % is scaled to controls: 0 for no effect and ±100 for the full control effect
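A549 ARE_Fluc cells in 5% FBS OPTI-MEM were exposed to compounds in concentration-response for 18-24 h at 37 deg C. Viability was read by CellTiter-Fluor fluorescence (Ex 405/Em 525) after 30 min, before the luciferase read.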
Nrf2 block = Nrf2 qHTS screen for inhibitors | AID 504444, 2011 | hit rate 2.1% among 360,000 | A549 ARE-Fluc reporter, luciferase luminescence, 18-24 h | Potency, µM (titrated, usually from 46 µM), inactives show top-dose activity change, negative = inhibition, most hits filed as inhibitors; also: potency is read from the fitted curve at half-maximal effect; % is scaled to controls: 0 for no effect and ±100 for the full control effect; nearly all actives have a fitted effect of over 60% in size
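Nrf2 activity is the BugLite luminescence, read 15 min after reagent at room temperature, following CellTiter-Fluor cytotoxicity readout (30 min, 37C). Compound titrations were applied for 18-24 h to 5000 A549 ARE_Fluc cells/well in 5% FBS OPTI-MEM.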
EPAC2 agonist = qHTS for Agonist of cAMP-regulated guanine nucleotide exchange factor 4 (EPAC2): primary screen | AID 720711, 2013 | Rap guanine nucleotide exchange factor 4 (Homo sapiens), Q8WZA2 | EPAC2 activation, biochemical qHTS; response scale: 100% = 6.5 mM cAMP response | hit rate 0.079% among 360,000 | Potency, µM (top dose mostly 154 µM), for the others: at the top dose activation, hits mostly activators; also: potency is read from the fitted curve at half-maximal effect; nearly all actives have a fitted effect of over 50% in size
Target sequence (Q8WZA2 whole entry, looked up): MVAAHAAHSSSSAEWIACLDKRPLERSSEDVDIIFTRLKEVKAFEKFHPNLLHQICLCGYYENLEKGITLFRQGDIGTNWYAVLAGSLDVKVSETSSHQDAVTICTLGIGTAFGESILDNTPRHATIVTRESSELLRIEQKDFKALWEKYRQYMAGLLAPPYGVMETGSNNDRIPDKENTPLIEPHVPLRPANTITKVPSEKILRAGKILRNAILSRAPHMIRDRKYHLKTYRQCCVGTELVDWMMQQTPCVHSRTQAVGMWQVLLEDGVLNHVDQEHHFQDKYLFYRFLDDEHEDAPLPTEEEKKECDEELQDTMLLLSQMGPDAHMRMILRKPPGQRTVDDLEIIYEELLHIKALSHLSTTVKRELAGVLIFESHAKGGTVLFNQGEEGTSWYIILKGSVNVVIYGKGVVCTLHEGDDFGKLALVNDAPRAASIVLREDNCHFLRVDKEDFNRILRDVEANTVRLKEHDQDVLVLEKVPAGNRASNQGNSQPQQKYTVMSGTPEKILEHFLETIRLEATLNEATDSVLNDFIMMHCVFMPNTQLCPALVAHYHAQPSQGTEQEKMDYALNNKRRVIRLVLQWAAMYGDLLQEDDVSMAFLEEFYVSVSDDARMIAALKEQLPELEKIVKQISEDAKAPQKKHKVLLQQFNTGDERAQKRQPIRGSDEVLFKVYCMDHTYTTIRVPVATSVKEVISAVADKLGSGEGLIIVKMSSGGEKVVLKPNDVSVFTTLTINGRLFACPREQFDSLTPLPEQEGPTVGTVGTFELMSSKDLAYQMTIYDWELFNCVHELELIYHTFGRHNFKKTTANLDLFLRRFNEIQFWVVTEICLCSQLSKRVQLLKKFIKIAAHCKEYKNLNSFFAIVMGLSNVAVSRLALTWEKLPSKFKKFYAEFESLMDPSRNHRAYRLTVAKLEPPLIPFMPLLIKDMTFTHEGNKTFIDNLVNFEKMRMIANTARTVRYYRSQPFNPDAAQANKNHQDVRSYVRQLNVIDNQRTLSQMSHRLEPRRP
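Guanine nucleotide exchange by EPAC2 is measured as reduced fluorescence of BODIPY-GDP once it is released from 250 nM Rap1B. Plates are read kinetically for 30 min at room temperature; results are scaled to 6.5 mM cAMP.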
S2 tox = Viability Counterscreen for Primary qHTS for Inhibitors of ATXN expression | hit rate 0.49% among 400,000 | AID 651635, 2014 | S2 cells (HEK-293 line with an ATXN2-luciferase reporter) viability, CellTiter-Fluor protease fluorescence, 24 h | Potency, µM (titrated, usually from 56.7 µM), hits mostly cytotoxic; also: potency is read from the fitted curve at half-maximal effect; nearly all actives have a fitted effect of over 40% in size
IL-2 act = qHTS of IL-2 Activators. activation, % (series mostly up to about 46 µM). IL-2 activation reporter assay, cell-based qHTS; stimulated with anti-CD3/CD4/CD28 beads; in transgenic mouse T cells. hit rate 0.065% among 360,000; in the data active = activation above about 50%; inconclusive = mostly about 30% to 49%; also: 0% is about no effect
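Readout: EGFP and DsRed signals by fluorescent plate cytometry. Unstimulated transgenic mouse T cells received compound 60 min before antibody-bead stimulation, then incubated 18 h at 37 degrees C.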
Numbers without * were called inactive; i = inactive; u = inconclusive; x = not tested or not shown; & = joins results of further samples; [ ] = remark or other dose. Unless noted, calls follow the shape of the dose curve; as a rule, active = well fitted curve in the direction sought with a large enough effect; inconclusive = small, poorly fitted or top-dose-only effect, or another doubt; inactive = no such curve, though single readings can be large; an effect the other way counts as inactive or inconclusive. Rows were taken by chance. Share with any hit: about 4.3%.

No. | Compound | ATXN2 expr inh | Nrf2 ARE act | TGFb SMAD3 inh | HepG2 tox | A549 viability | Nrf2 block | EPAC2 agonist | S2 tox | IL-2 act
1 | COCCn1c(SC(C)C(=O)Nc2ccc(Cl)cn2)nnc1-c1ccncc1 (stereo not given) | -2% | -0.1% | 28% | 21% | -8% | 4% | -1% | i | -0.4
2 | CC(C)Cc1nc(C(N)=O)c2[nH]c(=O)n(-c3ccc(F)cc3)c2n1 | 1% | -0.4% | -1% | -1% | -8% | 6% | -4% | i | -1.1
3 | Cc1oc(-c2ccccc2F)nc1CS(=O)CC(=O)NC(C)C (stereo not given) | x | 0.5% | -12% | 0% | -7% | -8% | x | x | x
4 | COc1ccc(CCNC(=O)CSc2nc3ccccc3o2)cc1OC | 2% | -0.7% | -2% | -12% | -4% | 11% | -7% | u | -0.6
5 | CCC(C)NS(=O)(=O)c1ccc(S(=O)(=O)N2CCCC3(CCCCC3)C2)cc1 (stereo not given) | -21% | 0.1% | 0% | -18% | -22% | 21µM* | 21% | i | -4.2
6 | CC1CCC(NC(=O)COC(=O)C2=NN(c3ccccc3)C(=O)CC2)CC1 (stereo not given) | 0% | -0.7% | 5% | 6% | 3% | 10% | -1% | i | -0.4
7 | CCc1ccccc1NC(=O)CN1CCC(NC(=O)COC)CC1 | 10% | 0.1% | -20% | 0% | -4% | 12% | 5% | u | 0.0
8 | COc1ccc(CCNC(=O)CSc2nc3[nH]ncc3c(=O)[nH]2)cc1OC | x | u | -2% | 15% | -4% | 1% | -3% | i | -2.4
9 | CCOC(=O)C1=C(CN2CCSCC2)NC(=O)NC1c1cccc([N+](=O)[O-])c1 (stereo not given) | x | -0.5% | -14% | 0% | -4% | 0% | 2% | i | -0.6
10 | O=C(NCCC1CCCCN1S(=O)(=O)c1ccccc1)C(=O)Nc1ccccc1F (stereo not given) | -4% | 2.2% | 18% | 3% | 7% | 26% | 6% | i | -0.1
11 | CC1(c2nc3ccccc3cc2C#N)OCCO1 | x | -0.1% | 12% | 11% | x | x | 0% | i | 0.1
12 | CC(NC(=O)c1ccc(F)cc1)c1ccc(F)cc1 (stereo not given) | 5% | 0.2% | 2% | 3% | -3% | 1% | -6% | u | 0.0
13 | COc1ccc(N2CCN(C(=O)c3cc4c(-c5cccc(OC)c5)nn(C)c4s3)CC2)cc1 | -12% | 0.0% | 2% | -11% | -7% | 3% | 9% | i | -0.6
14 | O=C(N/N=C/c1ccccn1)C12CC3CC(CC(C3)C1)C2 | -2% | -0.8% | -1% | 6% | 0% | -7% | 10% | i | -0.6
15 | CC1CCC2(CC1)NC(=O)N(Cc1cccc(C(F)(F)F)c1)C2=O (stereo not given) | -29% | 6.5% | 4% | 2% | -1% | 18µM* | -8% | i | -0.2
16 | CN1C2CC(OC(=O)C(CO)c3ccccc3)CC1C1OC12 (stereo not given) | 11%&4%&1% | -0.1%&-1.0%&-0.8% | -8%&5%&2% | 0%&6%&-8% | 6%&-10%&-6% | 18%&11%&20% | 2%&-2%&3% | i | 0.0&-0.1&0.1
17 | O=C(CSc1nnc(-c2ccccc2)o1)N1CCc2ccccc2C1 | 6% | -0.1% | -10% | 0% | 7% | -3% | 12% | i | -1.5
18 | Cc1cc(C)c(S(=O)(=O)n2cnc(C)c2)c(C)c1 | 9% | -0.6% | 1% | 8% | -2% | u | x | u | x
19 | Cc1nccn1CC(=O)N/N=C/c1cc(Br)cs1 | -24% | -0.3% | 16% | 24% | 2% | 5% | 13% | i | 1.6
20 | CCC(C)NC(=O)c1cc(S(=O)(=O)N2CCCCC2)c[nH]1 (stereo not given) | -3% | -0.4% | -26% | -11% | -1% | -28% | 7% | i | -0.3
21 | Cc1cccc(-c2nnc(-c3cccc4ccccc34)o2)c1 | 101%[activator] | u | 2% | -20% | 1% | u | 13% | i | -0.7
22 | Cc1ccc([C@H]2C[C@@H](n3cc(COC(=O)c4ccccc4)nn3)[C@H](O)CN2Cc2cccs2)cc1 | 2% | -0.6% | 3% | -13% | x | x | 2% | i | 2.1
23 | Brc1cccc(Nc2nc(-c3cccnc3)cs2)c1 | 16% | 12% | 24% | -23% | -7% | u | 5% | i | 2.9
24 | S=C(NCc1ccccc1)NC1CCSc2ccccc21 (stereo not given) | -16% | -0.1% | 13µM* | -28% | u | u | 5% | i | -0.2
25 | CCOC(=O)c1c(NC(=O)CSc2nnnn2C)sc(C)c1-c1ccc(C)cc1 | -34% | 0.5% | u | -13% | -11% | x | 4% | i | -2.6
26 | CC(NC(=O)C(=O)NN=C1CCCCCC1)c1ccccc1 (stereo not given) | 4% | 2.0% | -15% | -15% | 0% | 15% | 5% | i | -0.6
27 | CC(=O)Nc1ccccc1OCc1nnc(-c2ccccc2Cl)o1 | 9% | 4.2% | 13% | -2% | 2% | u | 0% | i | -0.2
28 | COc1ccc(/C=C/C(=O)NCC(=O)N/N=C/c2cccs2)cc1 | 6% | 0.4% | -5% | -1% | -4% | 0% | -3% | i | -0.1
29 | Cc1cnc(C(=O)OCC(=O)NC2CCCCCCC2)cn1 | 5% | -0.3% | 4% | 25% | -4% | -20% | 5% | i | -2.5
30 | COc1ccc(NC(=O)c2ccc(N(C)S(C)(=O)=O)cc2)cc1OC | 13% | 0.2% | 10% | -13% | 1% | 6% | 4% | i | -1.1
31 | Cc1cccc(NC(=O)CS(=O)(=O)c2nc(-c3ccccc3)cn2-c2cccc(Cl)c2)c1C | -12% | 12% | u | -23% | -13% | 3%[9.27 µM] | x | u | x
32 | O=c1c(F)cn(C2CCCO2)c(=O)n1Cc1c(Cl)cccc1Cl (stereo not given) | -4% | -0.4% | -18% | 0% | -4% | 3% | 7% | i | -3.6

Single entries from the entries so far.
In Nrf2 block, COc1ccc(NC(=O)c2ccc(N(C)S(C)(=O)=O)cc2)cc1OC reads 6%
In A549 viability, CC(NC(=O)C(=O)NN=C1CCCCCC1)c1ccccc1 (stereo not given) reads 0%

Going on with the list.
No. | Compound | ATXN2 expr inh | Nrf2 ARE act | TGFb SMAD3 inh | HepG2 tox | A549 viability | Nrf2 block | EPAC2 agonist | S2 tox | IL-2 act
33 | COc1cccc(NCc2cc3c(C(C)(C)C)nn(-c4ccccc4)c3[nH]c2=O)c1 | 9% | 9.0% | u | -9% | -21% | u | 2% | i | 0.1
34 | C=C(C)Cn1c(SCC(=O)c2ccc(OC)cc2)nc2sc3c(c2c1=O)CCCC3 | -3% | 0.3% | -1% | -2% | -7% | u | x | i | x
35 | CCOC(=O)Cc1csc(NC(=O)C(C)c2ccc([N+](=O)[O-])cc2)n1 (stereo not given) | x | 4.0% | 2% | 0% | -7% | 4% | 16% | i | 1.7
36 | CCc1ccc(Nc2nnc(SCC(=O)N(C)C3CCS(=O)(=O)C3)s2)cc1 (stereo not given) | 0% | 2.8% | -10% | -22% | 5% | 5% | -1% | i | 0.3
37 | CCN(CC)c1ccc(NS(=O)(=O)c2ccc3c(c2)CCCN3C(C)=O)c(C)c1 | u | -0.9% | u | -10% | 6% | x | x | i | x
38 | O=C(Nc1nccs1)c1ccc(Cl)s1 | 12% | 23% | -18% | -13% | -4% | 23% | 4% | i | -2.3
39 | Cc1c(CCOC(=O)c2ccc(Cl)cc2Cl)sc[n+]1CC(=O)c1ccc(Br)cc1 | x | 7.7% | u | 14µM* | -2% | 9% | -9% | i | -1.0
40 | COc1ccc2[nH]c3c(=O)n(Cc4ccc(C(=O)N5CCC(C(N)=O)CC5)cc4)c(=S)[nH]c3c2c1 | x | 0.0% | 3% | 15% | -4% | -21% | 7% | u | -0.5
41 | Cc1ccc2c(c1)c(=O)c(Br)c(C)n2Cc1ccccc1 | 10% | 2.3% | -2% | -24% | 16% | u | 0% | i | -5.2
42 | O=C(Nc1ccccc1Cl)c1ccccc1Cl | 5% | 0.2% | 12% | 4% | -1% | u | -15% | i | -0.8
43 | O=C(Oc1c(-c2ccccc2)oc2ccccc2c1=O)c1ccccc1 | 0% | 4.7% | u | -13% | u | u | 2% | i | -0.2

Among those listed so far, 6 have fluorine:
No. | Compound | ATXN2 expr inh | Nrf2 ARE act | TGFb SMAD3 inh | HepG2 tox | A549 viability | Nrf2 block | EPAC2 agonist | S2 tox | IL-2 act
2 | CC(C)Cc1nc(C(N)=O)c2[nH]c(=O)n(-c3ccc(F)cc3)c2n1 | 1% | -0.4% | -1% | -1% | -8% | 6% | -4% | i | -1.1
3 | Cc1oc(-c2ccccc2F)nc1CS(=O)CC(=O)NC(C)C (stereo not given) | x | 0.5% | -12% | 0% | -7% | -8% | x | x | x
10 | O=C(NCCC1CCCCN1S(=O)(=O)c1ccccc1)C(=O)Nc1ccccc1F (stereo not given) | -4% | 2.2% | 18% | 3% | 7% | 26% | 6% | i | -0.1
12 | CC(NC(=O)c1ccc(F)cc1)c1ccc(F)cc1 (stereo not given) | 5% | 0.2% | 2% | 3% | -3% | 1% | -6% | u | 0.0
15 | CC1CCC2(CC1)NC(=O)N(Cc1cccc(C(F)(F)F)c1)C2=O (stereo not given) | -29% | 6.5% | 4% | 2% | -1% | 18µM* | -8% | i | -0.2
32 | O=c1c(F)cn(C2CCCO2)c(=O)n1Cc1c(Cl)cccc1Cl (stereo not given) | -4% | -0.4% | -18% | 0% | -4% | 3% | 7% | i | -3.6
